# MmCpn inh: inhibitors of Methanococcus maripaludis chaperonin (MmCpn); Potency, µM (series often up to 76.9 µM), without a hit: top-dose activity, negative = inhibition, hits mostly inhibitors; purified Mm-Cpn ATPase, ADP Transcreener TR-FRET; 330,000 compounds, 0.031% hits; active = well fitted inhibition curve with a large enough effect; inconclusive = small, poorly fitted or top-dose-only effect; note: nearly all actives have a fitted effect of over 80% in size
#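 TR-FRET (320 nm excitation; 590 and 665 nm emission) reports ADP made from 10 uM ATP by 25 nM enzyme; compounds were preincubated 10 min, reaction run 30 min, both at 37°C.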
# Numbers without * were called inactive; ? = inconclusive; [ ] = remark or other dose. % is set by controls: 0 for no effect and ±100 for the full control effect; potency is the fitted concentration of half-maximal effect. These rows are one share of the data; rates above refer to the full screens.
SMILES,MmCpn inh
CN(C)CC/C=C1/c2ccccc2COc2ccccc21,2%
COc1cccc(C2NC(=O)NC(C)=C2C(=O)Nc2ccccc2C)c1 (stereo unspecified),0%
N#C[C@@H]1[C@@H]2C(=O)N(c3ccc4c(c3)OCCO4)C(=O)[C@@H]2C2c3ccccc3C=CN21 (stereo partly specified),0%
CC(C)C[C@@H]1NC(=O)[C@H](Cc2ccc(O)cc2)NC(=O)[C@H](CCC(N)=O)NC(=O)c2cc([N+](=O)[O-])cc(I)c2NCC[C@@H](C(N)=O)NC1=O,-4%
Cc1cc(C)cc(NC(=O)CSc2ncc(S(=O)(=O)c3ccccc3)c(=O)[nH]2)c1,3%
CCOc1ccc(-c2c(=O)n(OCc3ccc([N+](=O)[O-])cc3)c3ccccc3[n+]2[O-])cc1,0%
CCn1c(-c2ccc(F)cc2)cnc1SCC(=O)N1CCc2ccccc21,-4%
CC1CCN(CCCNC(=O)c2ccc(Cn3c(=S)[nH]c4ccc(Br)cc4c3=O)cc2)CC1,0%
Cc1cccn2c(=O)c3cc(C(=O)NCc4cccnc4)c(=N)n(C)c3nc12,0%
Cc1cc(=O)[nH]c(N/N=C/c2ccc([N+](=O)[O-])cc2)n1,1%
CCCCC(C)(O)C/C=C/[C@H]1[C@H](O)CC(=O)[C@@H]1CCCCCCC(=O)OC (stereo partly specified),0%
CCn1c(CNC(=O)c2ccccc2F)nnc1SCc1nc2ccccc2c(=O)[nH]1,-2%
CCCSc1nc(C)nc2c1c(=O)n(C)c(=O)n2C,-9%
C[N+]1(CC(=O)NNc2c3ccccc3nc3ccccc23)CCOCC1,-5%
CCOC(=O)C1=C(O)C(=O)N(CCCn2ccnc2)C1c1ccc(OC)cc1 (stereo unspecified),1%
O=C(Nc1nnc(-c2ccccc2)s1)c1ccc(Cl)c(S(=O)(=O)N2CCOCC2)c1,-10%
COc1cc(C)c(Cl)cc1S(=O)(=O)NC1CC(C)(C)NC(C)(C)C1,3%
CC/C(=N\NC(C)=O)c1ccc(OC(F)F)cc1,1%
Cc1nnc2n(C3CCCCC3)c(=O)c3c4c(sc3n12)CCC4,-3%
S=C(Sc1ccc(Cl)cc1)Sc1ccc(Cl)cc1,0%
COc1nccnc1NS(=O)(=O)c1ccc(N=Cc2c(C)[nH]n(-c3ccc(Cl)cc3)c2=O)cc1,1%
Cc1sc2nc(-c3ccccc3)[nH]c(=O)c2c1-c1ccccc1,1%
CC1=C(C(=O)O)N2C(=O)[C@@H](NC(=O)[C@H](N)c3ccccc3)[C@H]2SC1,1%
Clc1ccc(C2[C@H]3CN(Cc4ccc(-c5ccccc5)cc4)[C@H](c4ccccc4)C34CC2(c2cccnc2)C4)cn1 (stereo partly specified),-4%
NC(=O)c1sc2nc3c(c(-c4cccs4)c2c1N)CCCC3,-3%

# The results go on.
SMILES,MmCpn inh
CCOc1ccccc1NC(=O)Cn1c(=O)n(CCC(=O)NC2CCCC2)c(=O)c2ccccc21,2%
C1CCN=C(NC23CC4CC(CC(C4)C2)C3)CC1,-2%
COc1ccc(CN2C(=O)Cc3c2nc(N)c2c(N)nc(N4CCCCC4)c(C#N)c32)cc1,-4%
COc1ccc(C)c2sc(NC(=O)C3=COCCO3)nc12,-1%
COc1ccccc1-c1c(C(F)(F)F)oc2cc(OCC(=O)Nc3cc(C)ccc3C)ccc2c1=O,0%
CCOc1cc(/C=C/c2nc3ccccc3c(=O)[nH]2)cc(Br)c1OC,1%
CC(=O)Nc1cccc(NC(=O)c2oc3ccccc3c2C)c1,1%
CC1(NC(=O)CC[N+](C)(C)CCO)CS(=O)(=O)CC1S(=O)(=O)[O-] (stereo unspecified),1%
COC(=O)n1c(=S)oc2cc(Cl)ccc21,2%
Cc1ccc(C(=O)NNC(=O)CSc2nnc(CNc3ccc(F)cc3)n2C)cc1,2%
COc1ccc(C2CC(=O)c3cnc(N4CCc5ccccc54)nc3C2)cc1OC (stereo unspecified),-11%
N#Cc1cc2c(=O)n3ccccc3nc2n(CCN2CCOCC2)c1=O,-4%
Cc1cn(S(=O)(=O)c2ccc(Br)c3ccccc23)cn1,?
CCOC(=O)c1c(-c2ccc(C)s2)csc1NC(=O)c1ccco1,1%
COc1ccc2[nH]c(=O)c(CN(C(=O)C3CCCO3)c3cccc(C)c3)cc2c1 (stereo unspecified),-4%
COC(=O)c1cc(OC)c(OC)cc1NC(=O)c1ccoc1C,2%
COc1ccc(OC)c(CC(NC(C)=O)C(=O)NC2CCN(c3cc(C)nc4ncnn34)CC2)c1 (stereo unspecified),1%
COc1ccc(CCn2c(-c3ccco3)nc3nc4ccccc4nc32)cc1OC,2%
O=C(CC(c1ccccc1)c1ccco1)N1CCCCC1 (stereo unspecified),0%
CCn1cc(C(=O)Nc2cc(C)ccc2C)c(=O)c2ccc(C)nc21,2%
CC(=O)N[C@H](C(=O)N[C@@H](C)C(=O)N[C@H](C#N)CC(=O)O)C(C)C,1%
COC(=O)CSc1nc2sc3c(c2c(=O)n1C1CCCCC1)CCN(C)C3,-25%
CCOc1cc(C(=O)N2CCc3cc(OC)c(OC)cc3C2)ccc1OC(F)F,0%
COc1cccc(N2CCN(C(=O)CCn3c(=S)[nH]c4cc5c(cc4c3=O)OCO5)CC2)c1,-11%
NC(=O)C(CC(=O)O)NC(=O)[C@@H]1CCCCNc2c(I)cc([N+](=O)[O-])cc2C(=O)N[C@@H](CO)C(=O)NCC(=O)N1 (stereo partly specified),1%

# Looked up by compound from above, four records:
SMILES,MmCpn inh
COc1cccc(N2CCN(C(=O)CCn3c(=S)[nH]c4cc5c(cc4c3=O)OCO5)CC2)c1,-11%
C1CCN=C(NC23CC4CC(CC(C4)C2)C3)CC1,-2%
Cc1cn(S(=O)(=O)c2ccc(Br)c3ccccc23)cn1,?
COc1ccc(C2CC(=O)c3cnc(N4CCc5ccccc54)nc3C2)cc1OC (stereo unspecified),-11%

# (listing goes on)
SMILES,MmCpn inh
CCN(CC)CCCNc1nc(SC)nc2sc3c(c12)CCN(C)C3,-2%
CN(C)CCCN1C(=O)C(O)=C(C(=O)c2cccs2)C1c1cccc([N+](=O)[O-])c1 (stereo unspecified),0%
Cc1cc([N+](=O)[O-])c2c(c1C)C1C=CCC1C(c1ccccn1)N2 (stereo unspecified),-3%
CCc1cc2c(nc1CC)CCN(CC/C(C)=N/OC[C@H]1O[C@H](c3ccccc3)C=C[C@@H]1Oc1ccc(OC)cc1)C2,3%
COc1ccc(OC)c(-n2c(=S)[nH]c3cc(C(=O)NCCCN4CCCC4=O)ccc3c2=O)c1,1%
O=[N+]([O-])c1ccc(C23CC4CC(CC(O)(C4)C2)C3)cc1,-2%
CCCCn1c(=N)n(CC(=O)c2ccc([N+](=O)[O-])cc2)c2ccccc21,2%
CN(C)CCCN(C(=O)c1ccc(S(=O)(=O)N2CCCc3ccccc32)cc1)c1nc2ccc(F)cc2s1,-3%
COc1ccccc1-c1nc(SCC(=O)NCC2CCCO2)c2c(=O)n(C)c(=O)n(C)c2n1 (stereo unspecified),-2%
CCN(CC)c1ncnc2c1sc1nc(N3CCOCC3)c3c(c12)CCC3,-10%
Clc1ccc(-c2nn3c(-c4ccccn4)nnc3s2)c(Cl)c1,0%
Cc1nc(C)c(/C(O)=C/c2nc3ccc([N+](=O)[O-])cc3oc2=O)o1,-5%
CCOC(=O)C(NC(C)=O)(N1CCOCC1)C(F)(F)F (stereo unspecified),0%
CCCc1nc2oc3c(N4CCNCC4)ncnc3c2c2c1CCCC2,0%
O=c1oc2ccc([N+](=O)[O-])cc2c(N2CCOCC2)c1[N+](=O)[O-],-2%
O=C1c2ccccc2C(=O)C1C1=Nc2ccccc2NC(c2ccccc2)C1 (stereo unspecified),-18%
Cc1cc2n(c1)CCn1c(C)ccc1-2,-1%
Cc1ccc(-c2ccc(/C=N/NC(=O)c3ccccc3O)o2)cc1,26%
COc1ccc(/C=C2\CCCc3c2nc2ccccc2c3C(=O)OCC(=O)c2c(N)n(C)c(=O)n(C)c2=O)cc1,0%
CCC(=O)O[C@@H]1CC(=O)O[C@H](C)CC=CC=C[C@@H](O)[C@H](C)C[C@H](CC=O)[C@H](O[C@H]2O[C@H](C)[C@@H](O[C@H]3C[C@@](C)(O)[C@@H](OC(=O)CC)[C@H](C)O3)[C@H](N(C)C)[C@H]2O)[C@H]1OC,0%
COc1cc(-c2nn3c(-c4ccccn4)nnc3s2)cc(OC)c1OC,-1%
Cc1ccc(C)n1C(Cc1ccccc1)C(=O)O (stereo unspecified),-24%
NC(=O)c1nsc(C(=O)N(CC(=O)NC2CCCC2)c2cnc3ccccc3c2)c1N,3%
Cc1sc(/N=C/c2c(O)ccc3ccccc23)c(C#N)c1C,1%
Cc1nn(Cc2ccc(Cl)cc2Cl)c(Cl)c1/C=N/NC(=O)CNc1cccc(C(F)(F)F)c1,1%

# An excerpt of these results, with tabs.
Compound	MmCpn inh
COc1ccc(/C=C2\CCCc3c2nc2ccccc2c3C(=O)OCC(=O)c2c(N)n(C)c(=O)n(C)c2=O)cc1	0%
CCC(=O)O[C@@H]1CC(=O)O[C@H](C)CC=CC=C[C@@H](O)[C@H](C)C[C@H](CC=O)[C@H](O[C@H]2O[C@H](C)[C@@H](O[C@H]3C[C@@](C)(O)[C@@H](OC(=O)CC)[C@H](C)O3)[C@H](N(C)C)[C@H]2O)[C@H]1OC	0%
COc1cc(-c2nn3c(-c4ccccn4)nnc3s2)cc(OC)c1OC	-1%
Cc1ccc(C)n1C(Cc1ccccc1)C(=O)O (stereo unspecified)	-24%
NC(=O)c1nsc(C(=O)N(CC(=O)NC2CCCC2)c2cnc3ccccc3c2)c1N	3%
Cc1sc(/N=C/c2c(O)ccc3ccccc23)c(C#N)c1C	1%

# 3 compounds out of the list above, ordered by the number in MmCpn inh, rising:
Molecule,MmCpn inh
CC(C)C[C@@H]1NC(=O)[C@H](Cc2ccc(O)cc2)NC(=O)[C@H](CCC(N)=O)NC(=O)c2cc([N+](=O)[O-])cc(I)c2NCC[C@@H](C(N)=O)NC1=O,-4%
COc1ccc(/C=C2\CCCc3c2nc2ccccc2c3C(=O)OCC(=O)c2c(N)n(C)c(=O)n(C)c2=O)cc1,0%
CCCCn1c(=N)n(CC(=O)c2ccc([N+](=O)[O-])cc2)c2ccccc21,2%

# Quoted from the listing.
# CCc1cc2c(nc1CC)CCN(CC/C(C)=N/OC[C@H]1O[C@H](c3ccccc3)C=C[C@@H]1Oc1ccc(OC)cc1)C2 | MmCpn inh = 3%
# O=[N+]([O-])c1ccc(C23CC4CC(CC(O)(C4)C2)C3)cc1 | MmCpn inh = -2%

# Later entries.
SMILES,MmCpn inh
O=C(O)/C(=C\C(=O)c1ccccc1)Nc1ccccc1,-1%
O=C(CSc1ccccn1)NC1CCCC1,-10%
COc1ccccc1N1CCN(C(=O)CSc2nnc3c4ccccc4nc(Cc4ccccc4)n23)CC1,-3%
Cc1nc2cc(N3CCCCC3)c(NC(=O)c3ccncc3)cc2c(=O)n1Cc1ccc(Cl)cc1,0%
COc1cc(C2OC(=O)c3c2ccc(OC)c3OC)ccc1O (stereo unspecified),-6%
CCn1c2ccccc2c2nnc(SCc3cc(=O)n4ccsc4n3)nc21,-4%
O=C(O)c1ccc(S(=O)(=O)N[C@@H](Cc2ccc(O)cc2)C(=O)O)cc1,0%
COc1ccc2[nH]cc(C(O)CN3CCN(c4ccccc4)CC3)c2c1 (stereo unspecified),3%
CCCC(=O)Nc1nn(C)c2nc3cc(C)ccc3cc12,-5%
COC(=O)C(=C/C=C/N1CCOCC1)C(=O)OC,1%
CN1CCc2c(sc(NC(=O)c3cc4cc([N+](=O)[O-])ccc4s3)c2C(N)=O)C1,-3%
O=C(Nc1nc2ccc(SC(F)F)cc2s1)c1ccc2c(c1)S(=O)(=O)c1ccccc1C2=O,-1%
CSc1ccc(CNc2ccccc2)cc1,0%
CCCN1C(=O)/C(=C\C=C2/Sc3ccccc3N2CC)SC1=S,-15%
COC(=O)c1cn(NC(=O)/C=C/c2cccc(OC)c2OC)c(=O)c2ccccc12,-1%
O=C1C2=C(C(=O)c3ccccc31)C1O[C@](c3ccsc3)(Cc3c1ccc1ccccc31)O2,-14%[15.4 µM]
CC(OC(=O)c1ccc2ncsc2c1)C(=O)N1CCCC1 (stereo unspecified),2%
CS(=O)(=O)c1nc(-c2cccs2)cc(C(F)(F)F)n1,?
Cc1c(C(=O)NCc2ccccc2Cl)oc2c1C(=O)CCC2,1%

# Bioassay records as filed in PubChem BioAssay.
